# Source: PubChem
# TRHR ag: TRH receptor (human) agonism. TRHR cells, calcium flux fluo-8, FDSS agonist mode. activation, % at 2 µM. 0.18% of 360,000 active. AID 493084; in the data active = activation above about 30%; also: 0% is about no effect
#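 TRHR-expressing cells loaded with fluo-8 calcium dye; 23 nL library compound pin-transferred, kinetic FDSS fluorescence (Ex 480/Em 530) recorded about 180 s for agonist-induced calcium release, before a 10 nM TRH EC20 addition for potentiator mode.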
# D1 antagonist: human D1 dopamine receptor antagonism; 3.2% of 360,000 active; P21728; activity change, negative = inhibition, % at 10 µM; HEK293 TREx D1 cells, calcium flux, dopamine EC80; active compounds read low; in the data active = activity change below about -30%; also: % is scaled to controls: 0 for no effect and ±100 for the full control effect
#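 Inducible Hek293 Trex D1 cells (tetracycline, overnight, 30 C). Calcium dye 30–90 min RT. Antagonist mode: EC80 dopamine added after 180 s compound read.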
# D2 PAM: D2 dopamine receptor (human) potentiation; HEK293 T-REx D2, calcium flux, EC20 dopamine potentiation; potentiation, % at 10 µM; 0.34% of 340,000 active; AID 485347;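 active = potentiation over 3 SD above the plate norm, cut at about 30% in these data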; also: 0% is about no effect
#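 Using a no-wash calcium dye in inducible, force-coupled HEK293 Trex cells expressing D2, we tracked fluorescence each second for 180 s after compound, then for 180 s after EC20 dopamine to detect augmented signalling.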
# Anesthetic bind: candidate novel general anesthetic via apoferritin binding. P02791. apoferritin/1-aminoanthracene competitive binding, fluorescence. Potency, µM (series often up to 77.5 µM), for the others: at the top dose activity change, negative = displacement, usual class: inhibitors. 0.074% of 350,000 active; also: potency is read from the fitted curve at half-maximal effect; % is scaled to controls: 0 for no effect and ±100 for the full control effect; nearly all actives have a fitted effect of over 20% in size
# Target sequence (P02791 2-175 limits assumed): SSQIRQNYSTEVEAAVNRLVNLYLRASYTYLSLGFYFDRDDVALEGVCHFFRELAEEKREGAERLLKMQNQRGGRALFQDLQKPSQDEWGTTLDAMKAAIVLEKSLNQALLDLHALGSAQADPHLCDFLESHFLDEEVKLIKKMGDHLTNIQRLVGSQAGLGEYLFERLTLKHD
#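 10 uM apoferritin + 50% sat. 1-AMA, PBS; cpd 10 min RT; Ex380/Em535 endpoint; normalized to free probe vs complex; 4-param Hill fit; propofol titration as pos. ctrl.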
# D1 PAM: potentiators of human D1 dopamine receptor; AID 504651; HEK293 TREx D1 cells, calcium flux, dopamine EC20 potentiation; 0.036% of 360,000 active; P21728; potentiation, % at 10 µM; in the data active = potentiation above about 30%; also: 0% is about no effect
# TRHR PAM: allosteric enhancers of human TRH receptor. P34981. TRHR cells, fluo-8 calcium fluorescence, EC20 TRH enhancement. enhancement, % at 2 µM. 0.66% of 360,000 active. AID 493056; in the data active = enhancement above about 30%; also: 0% is about no effect
#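 TRHR-expressing cells loaded with fluo-8 calcium dye were read kinetically (ex 480/em 530) during compound addition, then stimulated with an EC20 of TRH (10 nM final). Enhancement of the Gq-mediated intracellular calcium response was scored.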
# RXFP1 antag: RXFP1 (human) relaxin receptor antagonism | 0.59% of 350,000 active | activity change, negative = inhibition, % at 57.5 µM | HEK293-RXFP1, relaxin-stimulated cAMP HTRF, 30 min; active compounds read low | AID 1259400 | Q9HBX9;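 active = activity change of -60% or lower, but not beyond a set lower limit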; also: % is scaled to controls: 0 for no effect and ±100 for the full control effect
# Target sequence (Q9HBX9 whole entry, looked up): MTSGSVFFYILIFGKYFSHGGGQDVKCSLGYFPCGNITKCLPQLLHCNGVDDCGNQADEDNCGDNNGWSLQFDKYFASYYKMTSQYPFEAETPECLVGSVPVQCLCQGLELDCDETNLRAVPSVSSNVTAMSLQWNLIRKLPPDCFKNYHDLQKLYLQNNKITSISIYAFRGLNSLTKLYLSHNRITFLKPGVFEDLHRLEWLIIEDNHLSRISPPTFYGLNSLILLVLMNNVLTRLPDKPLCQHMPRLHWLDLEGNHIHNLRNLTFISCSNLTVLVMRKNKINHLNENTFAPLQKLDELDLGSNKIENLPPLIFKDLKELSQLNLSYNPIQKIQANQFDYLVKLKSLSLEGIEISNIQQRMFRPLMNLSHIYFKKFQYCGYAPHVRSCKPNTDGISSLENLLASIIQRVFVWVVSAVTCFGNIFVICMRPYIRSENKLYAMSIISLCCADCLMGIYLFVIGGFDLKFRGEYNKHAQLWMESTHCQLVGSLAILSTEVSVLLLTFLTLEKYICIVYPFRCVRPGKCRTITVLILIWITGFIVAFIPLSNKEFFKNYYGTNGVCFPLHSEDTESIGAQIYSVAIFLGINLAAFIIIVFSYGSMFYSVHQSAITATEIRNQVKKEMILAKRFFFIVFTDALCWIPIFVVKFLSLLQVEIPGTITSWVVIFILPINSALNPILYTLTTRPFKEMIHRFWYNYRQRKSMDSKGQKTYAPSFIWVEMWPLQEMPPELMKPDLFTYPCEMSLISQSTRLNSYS
# RXFP1 ag: RXFP1 (human) receptor agonism; 0.3% of 370,000 active; AID 2676; Potency, µM (top dose mostly 57.5 µM), for inactives: at the highest dose activation, hits mostly activators; HEK293T-RXFP1 cAMP TR-FRET, 30 min; response scale: percent of porcine relaxin response, buffer zero; Q9HBX9; also: potency is read from the fitted curve at half-maximal effect; % is scaled to controls: 0 for no effect and ±100 for the full control effect; nearly all actives have a fitted effect of over 60% in size; many of its hits are not listed in these tables
#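 Agonist response is measured as cAMP accumulation in an RXFP1-transfected HEK293T line under PDE4 inhibition. Values are scaled between buffer-only and 29 nM porcine relaxin, and EC50s come from standard Hill equation fits.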
# D1 ag: human D1 receptor agonism; activation, % at 2 µM; P21728; 1% of 360,000 active; AID 504660; HEK293 T-REx D1 cells, calcium flux, agonist mode; in the data active = activation above about 30%; also: 0% is about no effect
#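 Inducible HEK293 T-REx D1 cells, force-coupled to calcium signalling, were plated at 4000 cells/well with tetracycline and held overnight at 30 C. After no-wash calcium dye loading, compound-evoked calcium rise over 180 s flagged agonists.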
# Numbers without * were called inactive; · = no result given; & = joins results of further samples; [ ] = dose if it differs, or a comment. Unless noted, calls follow the shape of the dose curve; as a rule, active = well fitted curve in the direction sought with a large enough effect; inconclusive = small, poorly fitted or top-dose-only effect, or another doubt; inactive = no such curve, though single readings can be large; an effect the other way counts as inactive or inconclusive.
SMILES,TRHR ag,D1 antagonist,D2 PAM,Anesthetic bind,D1 PAM,TRHR PAM,RXFP1 antag,RXFP1 ag,D1 ag
O=C(Cc1ccc(NC(=O)N2CCCCc3ccccc32)cc1)NCc1ccccc1,0.4,-12,-5,-10%,2,11,·,0.3%,2
CCOC(=O)c1c(C)[nH]c(C)c1C(=O)COC(=O)C1CCCN1S(=O)(=O)c1ccccc1F (configuration not stated),-0.3,6,0,-19%,-4,-2,7,0.5%,0
O=C(CCc1ccc(S(=O)(=O)N2CCOCC2)cc1)N/N=C/c1ccc(F)cc1F,-0.7,-2,-6,-4%,4,2,16,-1.7%,-2
CCCCn1c(C)cc2c(c1=O)[C@H]1O[C@](CCCC)(Cc3c1ccc1ccccc31)O2,0.0,10,·,-5%[15.3 µM],4,-1,·,-1.2%[11.5 µM],1
CC(NC(=O)C12CC3CC(CC(C3)C1)C2)c1ccc(F)cc1 (configuration not stated),-0.9,-51*,-44,-10%,9,-1,-7,-1.8%,-3
O=S1(=O)CCO[C@H]2Cc3ccccc3[C@H]2N1Cc1ccc(Cl)cc1,0.2,6,-3,-17%,6,-2,·,-1.4%,4
CCOc1cc(N2CCOCC2)c(OCC)cc1NC(C)C(=O)N1CCC(C)CC1 (configuration not stated),0.2,5,3,-11%,3,2,16,-2.3%,2
Cn1c(CN2CCOCC2)nnc1SCC(=O)Nc1ccc([N+](=O)[O-])cc1O,1.9,-21,17,0%,-6,4,-6,-0.3%,4
O=C(Cn1[nH]c(=O)c2ccccc2c1=O)OCC(=O)c1ccccc1,0.8,5,11,·,4,-5,-7,1.4%,3
CCCC(=O)Nc1cc(C(F)(F)F)ccc1N1CCOCC1,0.1,8,9,-6%,1,-2,-3,0.1%,3
CC(Oc1ccccc1)C(=O)N1CCN(C(=O)C(C)Oc2ccccc2)CC1 (configuration not stated),1.8,6,2,-12%,-2,3,8,6.2%,0
CC(=O)c1c(C(C)=O)c(C)n(-c2ccc(C(=O)O)cc2)c1C,0.3,6,-10,-7%,-1,5,2,0.9%,1
CCOC(=O)c1ccc(N2C(=O)CC(N3CCN(C(=O)c4ccco4)CC3)C2=O)cc1 (configuration not stated),0.1,-16,10,-14%,-5,3,11,0.4%,2
O=C(/C=C/c1ccccc1)C1=C(O)C(=O)N(CCO)C1c1ccc2c(c1)OCO2 (configuration not stated),-1.0,-6,5,-19%,-5,36*,-16,7.9%,2
CSC1=NNC(c2ccc(C(C)(C)C)cc2)=NN1,0.3,-2,-6,-10%,-2,-3,4,1.9%,2
CCCc1cc(=O)n2[nH]c(SCc3ccc(Cl)cc3)nc2n1,-0.4,0,9,4%,8,2,9,0.3%,3
O=C(O)c1cccc(S(=O)(=O)N2CCN(C(c3ccccc3)c3ccccc3)CC2)c1,0.3,35,-2,-11%,-8,-4,-8,2.4%,15
O=C(N/N=C/c1cccc(OC(=O)c2ccc([N+](=O)[O-])cc2)c1)c1cccnc1,0.3,2,-1,5%,-2,4,11,-0.5%,4
COc1ccc(C2c3[nH]c4ccccc4c3C[C@H]3C(=O)N(C4CCN(Cc5ccccc5)CC4)CC(=O)N23)cc1OC (some centres not stated),-0.1,4,0,4%,-3,4,-6,0.2%,2
CCN(C(=O)COC(=O)/C=C/c1nc2ccccc2s1)C1CCS(=O)(=O)C1 (configuration not stated),-0.1,0,6,-3%,-6,0,-12,8.8%,0
COc1ccc(NC(=O)CN2CCCC2c2cccs2)cc1S(=O)(=O)N1CCCCC1 (configuration not stated),-1.5,-16,-9,·,-1,-20,-38,1.9%,0
COc1cccc(CNC(=O)C(CC(C)C)NS(=O)(=O)c2ccc3c(c2)oc(=O)n3C)c1 (configuration not stated),-0.3,-1,-8,52%[activator],2,-14,·,-1.7%,-1
COc1cc(OC)nc(Oc2ccccc2C(=O)Oc2cccc(C)c2)n1,0.7,-7,21,-18%,4,-6,-6,2.6%,9
Cc1ccc(NC(=S)NNC(C)(C)C)cc1,0.1,-7,-9,-5%,1,-1,-2,2.6%,2
NS(=O)(=O)c1ccc(CCNC(=O)c2cnc(Cl)c(Cl)c2)cc1,0.3,2,12,2%,-2,0,12,-2.6%,1
CCCCCN(C(=O)CCC(=O)OCCOc1ccccc1Cl)c1c(N)n(CCCC)c(=O)[nH]c1=O,0.5,-1,-10,·,2,1,10,-1.8%,9
Cc1c(C(=O)NCCSCc2cccc(C(F)(F)F)c2)cnn1-c1ccc(Cl)cc1,1.1,-27,-12,-2%,0,-4,-16,-1.1%,8
CC[C@H]1OC(=O)[C@H](C)[C@@H](O[C@H]2C[C@@](C)(OC)[C@@H](O)[C@H](C)O2)[C@H](C)[C@@H](O[C@@H]2O[C@H](C)C[C@H](N(C)C)[C@H]2O)[C@](C)(O)C[C@@H](C)[C@@H]2N[C@@H](COCCOC)O[C@H]([C@H]2C)[C@]1(C)O,-0.7,-13,4,-10%,-3,3,·,0.0%,2
Cc1ccc(N2CCN(C(=O)CCc3nc4ccccc4[nH]3)CC2)c(C)c1,0.4,-35*,-6,-8%,2,-13,2,-0.3%,6
CCOc1ccc(C(=O)NCc2ccncc2)cc1,-0.2,2,-5,-4%,1,-3,4,0.4%,0
COc1ccc(Cl)cc1C(=O)N1CCN=C1SC,-0.6,-11,1,-9%,-5,12,·,0.4%,-3
CCn1c(CSCc2ccc(Cl)cc2)nnc1SCC(=O)Nc1cccc(C(=O)O)c1,-0.1,1,-3,-7%,4,0,7,-0.1%,1
CC12CN(NC(=O)c3ccccc3F)C3(C#N)CC1CCC23C (configuration not stated),0.7,-13,8,-12%,-2,2,-1,0.1%,1
O=C(NCCN1CCCOC1=O)C(=O)NCCN1CCCOC1=O,0.2,9,9,-7%,3,-6,-4,-0.3%,1
CCCN(CC1CC1)C(=S)NC(=O)c1ccc(S(=O)(=O)N2CCOCC2)cc1,0.8,-1,4,-9%,-2,2,-6,0.2%,4
CN(C)CC(C)(C)CNS(=O)(=O)c1ccc(Cl)c(Cl)c1,1.1&0.4,5&16,-4&-8,-9%&4%,14&-5,6&-3,-9&-10,0.4%&1.7%,4&5
CCN(CC(=O)Nc1ccc(NC(C)=O)cc1)C(=O)C1CCC1,0.5,-6,0,·,-13,23,10,1.8%,0
O=[N+]([O-])c1ccc(/C=N/Nc2nc(-c3ccccc3)c3cc(Br)ccc3n2)o1,2.5,-5,0,-10%,0,-2,6,-1.7%,6
CCn1c(C(=O)N2CCC(C(=O)NCCCSC3CCCCC3)CC2)cc2sccc21,1.8,-25,10,34%[activator],·,-5,-9,1.3%,21
COc1ccccc1-n1c(CCn2nc(C)c(Br)c2C)n[nH]c1=S,0.9,-4,2,6%,3,-12,23,0.9%,5
CCOC(=O)c1sc(NS(=O)(=O)c2ccc(C)cc2)nc1C,-0.2,-10,14,-8%,5,-2,-3,3.8%,2
O=C(COc1cccc2ccccc12)Nc1ccc(Cl)cc1C(=O)O,-1.2,0,11,-12%,-2,4,-10,1.6%,17
COc1ccccc1N1CCN(C(=O)CSc2ncccc2-c2nc3ccccc3[nH]2)CC1,-0.5,-15,-7,-2%,1,1,-7,3.8%,0
COc1ccc(-c2nc3ccccc3n2Cc2ccccc2)cc1,1.6&-0.8,-25&-25,-1&9,-2%&-3%,-5&-8,-6&-2,-2,-0.1%&2.1%,6&10
CC(=O)c1ccc(NC(=O)c2ccc3c(c2)N(Cc2cccc(Cl)c2)C(=O)c2ccccc2S3=O)cc1 (configuration not stated),0.9,3,-1,-12%,-7,3,-4,-1.1%,7
O=C(CSc1ccccc1F)NC(=O)NCc1ccco1,-0.1,-17,·,-22%,-4,-3,20,-0.4%,4
COCCCNc1nc2c(-c3ccc(Cl)cc3)nnn2c2ccccc12,0.0,2,2,0%,-4,-3,·,20%,-2
COc1ccc(N/N=C(\C#N)C(N)=O)cc1,-0.3,6,6,-13%,5,45*,-4,0.1%,1
O=C(CN1CCN(C2CCCCC2)CC1)c1ccc2cc[nH]c2c1,0.2,-36*,-17,2%,4,-2,7,2.9%,1
COc1ccc(N(CC(=O)NCC(C)C)S(=O)(=O)c2ccccc2)cc1,0.0,0,18,-9%,0,-1,-18,3.5%,1
C=CCNc1ncnc2c1[nH]c1ccc(Cl)cc12,8.0,·,8,-13%,-2,1,3,-0.4%,35*
Cc1oc(-c2ccc(C(=O)NCc3ccc(F)cc3)cc2)nc1CS(=O)c1ccccc1 (configuration not stated),0.1,0,-3,-12%,0,-2,·,-1.2%,1

# 9 structures from above, ordered by number of heavy atoms, descending.
SMILES,TRHR ag,D1 antagonist,D2 PAM,Anesthetic bind,D1 PAM,TRHR PAM,RXFP1 antag,RXFP1 ag,D1 ag
CC(=O)c1ccc(NC(=O)c2ccc3c(c2)N(Cc2cccc(Cl)c2)C(=O)c2ccccc2S3=O)cc1 (configuration not stated),0.9,3,-1,-12%,-7,3,-4,-1.1%,7
COc1ccccc1N1CCN(C(=O)CSc2ncccc2-c2nc3ccccc3[nH]2)CC1,-0.5,-15,-7,-2%,1,1,-7,3.8%,0
CCOC(=O)c1ccc(N2C(=O)CC(N3CCN(C(=O)c4ccco4)CC3)C2=O)cc1 (configuration not stated),0.1,-16,10,-14%,-5,3,11,0.4%,2
O=C(CCc1ccc(S(=O)(=O)N2CCOCC2)cc1)N/N=C/c1ccc(F)cc1F,-0.7,-2,-6,-4%,4,2,16,-1.7%,-2
Cn1c(CN2CCOCC2)nnc1SCC(=O)Nc1ccc([N+](=O)[O-])cc1O,1.9,-21,17,0%,-6,4,-6,-0.3%,4
COc1ccc(N(CC(=O)NCC(C)C)S(=O)(=O)c2ccccc2)cc1,0.0,0,18,-9%,0,-1,-18,3.5%,1
O=C(COc1cccc2ccccc12)Nc1ccc(Cl)cc1C(=O)O,-1.2,0,11,-12%,-2,4,-10,1.6%,17
CC(NC(=O)C12CC3CC(CC(C3)C1)C2)c1ccc(F)cc1 (configuration not stated),-0.9,-51*,-44,-10%,9,-1,-7,-1.8%,-3
CSC1=NNC(c2ccc(C(C)(C)C)cc2)=NN1,0.3,-2,-6,-10%,-2,-3,4,1.9%,2

# A portion of the library (hit frequency here may not be typical).
